From PubChem
proKLK7 act = activates the human kallikrein-7 zymogen; P49862; purified proKLK7, EDANS-DABCYL substrate fluorescence; 100% is mature enzyme control, 0% vehicle; activation, % at 7 µM; 370,000 compounds, 0.9% hits; AID 652039;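 active = activation above the mean of all tested compounds plus 3 SD, computed per campaign excluding outliers beyond control limits, cut at about 13% in these data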
UHRF1 MBD2 ctr = UHRF1 methyl-DNA binding inhibition. UHRF1 binding to methylated oligo, TR-FRET. inhibition, % at 4.4 µM. 370,000 compounds, 0.75% hits. Q96T88. AID 687016; in the data active = inhibition above about 21%;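 also: UHRF1 SRA domain binding a hemimethylated CpG hairpin DNA probe; 0% = median of test compound wells and 100% = reference inhibitor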
TCR-CD3 inh = blocks the human TCR-CD3 interaction; TAMRA-labeled TCR probe fluorescence, biochemical; 360,000 compounds, 0.37% hits; inhibition, % at 9.4 µM; AID 651800; in the data active = inhibition above about 19%;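 also: recombinant mutant TCR 2C K166C tagged with TAMRA read by polarization; 0% = receptor in buffer alone and 100% = receptor with positive control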
MBD2 inh = inhibitors of human MBD2 binding to methylated oligonucleotide. Q9UBB5. TR-FRET. inhibition, % at 4.4 µM. 370,000 compounds, 0.31% hits; in the data active = inhibition above about 13%
SIAE primary = blocks human sialic acid acetylesterase; 370,000 compounds, 0.69% hits; inhibition, % at 9.66 µM; SIAE FP-Rh probe binding, fluorescence polarization; Q9HAT2;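 active = inhibition above a cutoff: mean of compounds within the control limits plus 3 SD of those, cut at about 17% in these data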;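 also: 0% = plate median of compound wells and 100% = probe without SIAE protein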
Target sequence (Q9HAT2 whole entry, looked up): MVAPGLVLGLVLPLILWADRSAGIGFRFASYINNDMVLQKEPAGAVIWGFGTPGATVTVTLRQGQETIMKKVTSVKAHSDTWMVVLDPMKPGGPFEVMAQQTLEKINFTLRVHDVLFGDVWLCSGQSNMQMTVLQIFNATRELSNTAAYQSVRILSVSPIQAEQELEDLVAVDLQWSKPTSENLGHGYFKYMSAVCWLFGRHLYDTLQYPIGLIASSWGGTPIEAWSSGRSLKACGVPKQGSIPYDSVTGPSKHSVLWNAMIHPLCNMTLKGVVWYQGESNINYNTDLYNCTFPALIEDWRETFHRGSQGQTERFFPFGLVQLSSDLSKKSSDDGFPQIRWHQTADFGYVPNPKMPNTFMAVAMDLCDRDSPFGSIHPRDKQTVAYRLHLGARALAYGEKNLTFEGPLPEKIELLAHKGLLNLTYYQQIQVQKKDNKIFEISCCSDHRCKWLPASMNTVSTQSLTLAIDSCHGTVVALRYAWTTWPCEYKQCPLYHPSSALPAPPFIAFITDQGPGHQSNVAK
TDP2 absorb = blocks human TDP2 phosphodiesterase activity | O95551 | recombinant TDP2, T5PNP hydrolysis, p-nitrophenol absorbance 415 nm | inhibition, % at 12.8 µM | 370,000 compounds, 0.34% hits;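 active = inhibition above the mean of all tested compounds plus 3 SD, set per campaign, cut at about 25% in these data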;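 also: 0% = DMSO with enzyme and 100% = buffer with substrate but no TDP2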
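Read-out basis: percent inhibition. System: recombinant human TDP2. Buffer or medium: Mg2+-containing Tris-HCl buffer, pH 7.5. Repeats: single replicate. Timing: reaction 2 h, 37 °C. Benchmarks: high control without enzyme, low control DMSO plus TDP2. Probe or stimulus: 5 mM T5PNP. Doses: 12.8 µM only. Measured by: epi absorbance of p-nitrophenol freed from T5PNP by hydrolysis.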
DDE Tn7 FP inh = disrupts Tn7 cyclic peptide binding to fibrin D-Dimer-E complex; P02675; FP displacement of FITC-Tn7 peptide from fibrin DD(E); 0% = median of compound wells per plate; inhibition, % at 8.3 µM; 370,000 compounds, 0.13% hits;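 active = inhibition above the mean of compounds falling within the control limits plus 3 SD of them, cut at about 14% in these data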;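 also: 0% = plate median of compound wells and 100% = 10 µM Aha-Tn7 peptide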
Target sequence (P02675 whole entry, looked up): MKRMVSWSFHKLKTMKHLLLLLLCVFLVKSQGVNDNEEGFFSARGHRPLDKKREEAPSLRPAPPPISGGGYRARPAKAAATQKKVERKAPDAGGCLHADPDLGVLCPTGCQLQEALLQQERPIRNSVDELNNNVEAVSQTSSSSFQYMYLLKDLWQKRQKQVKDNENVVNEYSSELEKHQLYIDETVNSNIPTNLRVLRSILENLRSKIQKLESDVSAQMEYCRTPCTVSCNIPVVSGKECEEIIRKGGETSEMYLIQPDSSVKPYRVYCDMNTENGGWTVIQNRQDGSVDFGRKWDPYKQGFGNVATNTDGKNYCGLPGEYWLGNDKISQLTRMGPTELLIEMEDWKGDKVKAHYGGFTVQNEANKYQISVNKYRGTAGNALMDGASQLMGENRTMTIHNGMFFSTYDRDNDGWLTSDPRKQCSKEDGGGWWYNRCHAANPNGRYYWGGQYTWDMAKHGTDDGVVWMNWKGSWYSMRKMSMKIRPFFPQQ
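Test system: human clot-derived fibrin DD(E) complex / Quantity: 2 µM final DD(E) protein / Incubation: 10 min plus 3 h, room temperature / Measured by: fluorescence polarization / Benchmarks: high control of 10 µM Aha-Tn7 peptide / Replicates: singlicate testing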
PRMT1 FP inh = blocks human protein arginine methyltransferase 1 | AID 652257 | inhibition, % at 2.79 µM | recombinant PRMT1, activity-based probe fluorescence polarization | 370,000 compounds, 1.3% hits;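 active = inhibition above about 21% made by adding two undisclosed values, limit read from the data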
Tn6 DDE FP = DD(E)-Tn6 binding inhibition, primary FP screen. Fibrin DD(E) TRITC-Tn6 fluorescence polarization displacement. inhibition, % at 8.3 µM. 370,000 compounds, 0.21% hits;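 active = inhibition above a per-campaign cutoff: mean of compounds within control limits plus 3 SD, cut at about 15% in these data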;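 also: 0% = median of all compound wells on the plate and 100% = blocking peptide control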
LEDGF integ inh = blocks HIV-1 LEDGF/p75-dependent DNA integration; TR-FRET IN-LEDGF/p75 DNA integration, Eu/Cy5; inhibition, % at 3.7 µM; 370,000 compounds, 0.64% hits; AID 743269;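 active = inhibition above the screen-wide mean plus 3 SD, cut at about 13% in these data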;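 also: signal is the Cy5 over europium emission ratio at 671 and 618 nm; 0% = plate median of compound wells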
* marks the source's active call; other numbers are inactive results; / = no result given.

SMILES	proKLK7 act	UHRF1 MBD2 ctr	TCR-CD3 inh	MBD2 inh	SIAE primary	TDP2 absorb	DDE Tn7 FP inh	PRMT1 FP inh	Tn6 DDE FP	LEDGF integ inh
COc1cc2c(cc1OC)CN(c1ncccc1[N+](=O)[O-])CC2	-0.3	0	-5	3	-2	2	5	2	1	0
COC(=O)CCCNC(=O)c1ccc(S(=O)(=O)NCc2ccco2)cc1	-0.4	-3	5	-6	4	7	-1	0	-6	3
O=C(Nc1ccc(-c2nnc3n2CCCCC3)cc1)c1cnccn1	-0.6	0	6	-1	10	4	-5	0	8	1
Cc1ccc(-n2nc3c(=O)n(CCCC(=O)NCc4ccccc4Cl)nc(C)c3c2C)cc1	-0.2	4	7	1	-3	-7	1	1	-3	3
Brc1cccc(-c2cnc3n2CCCCC3)c1	0.0	4	0	-4	4	-1	-10	2	3	5
CC1CCCN(c2ccc(C(=O)OCn3nnc4ccccc4c3=O)cc2[N+](=O)[O-])C1 (stereo not drawn)	1.0	6	3	7	-3	-5	-4	0	-8	-3
COc1ccc(NC(=O)/C=C/c2cccc(Br)c2)cn1	0.9	-1	10	-3	-3	2	-5	8	-3	1
COc1cccc(CNC(=O)CSc2nnc3c(n2)[nH]c2ccc(OC)cc23)c1	-0.2	3	-2	-7	6	-24	-3	0	-2	2
O=C(c1ccccn1)N1N=C2/C(=C/c3ccccc3)CCCC2C1c1ccccc1 (stereo not drawn)	0.4	1	-2	-7	0	-4	-8	3	-7	1
COc1cccc(NC(=O)NC(C)C2CC3CCC2C3)c1 (stereo not drawn)	0.6	3	-6	-1	-2	-3	3	3	4	-5
Nc1ccc(Cc2ccccn2)cc1	0.0	4	0	2	-1	-1	-1	4	-3	-4
CC(C)N(C(=O)Cn1c(=O)oc2ccccc21)c1ccccc1	0.8	-3	12	-6	22*	3	-3	-3	-2	1
CCCCOc1ccc(/C(O)=C2/C(=O)C(=O)N(CCCOC)C2c2ccncc2)cc1C (stereo not drawn)	-0.3	0	3	-2	4	5	-8	-1	-7	2
COc1ccc(C(CC(=O)O)N2Cc3ccccc3C2=O)cc1 (stereo not drawn)	0.1	2	-1	7	-3	15	-7	1	-3	3
Cc1ccc(C(=O)Nc2cccc(N(C)S(C)(=O)=O)c2)cc1S(=O)(=O)Nc1ccccc1	0.7	-3	-1	-3	-17	14	3	-1	1	-4
COCCn1nnnc1C(c1cccs1)N1CCN(c2cccc(C(F)(F)F)c2)CC1 (stereo not drawn)	-0.4	-3	7	0	5	-7	6	0	7	0
COC[C@@H]1CCCN1c1cccc2c1S(=O)(=O)N(C1CC1)CC[C@@H](C)O2	-0.7	-3	/	4	3	3	4	6	5	-3
CC(=O)Nc1cccc(-c2cccc3nccn23)c1	18*	-4	2	0	9	1	10	-1	3	-1
CCOc1ccc(CC(=O)NNC(=S)NC2CCCCC2)cc1OCC	-0.4	-3	4	2	4	4	5	-1	7	-3
CN(C)c1ccc(/C=N\NC(=O)c2ccc(Cn3cc(Cl)cn3)cc2)cc1	2.6	2	3	-1	2	-9	-6	-3	-7	1
COc1ccccc1C(=O)NCCCNC(=O)c1cccnc1	-0.5	2	0	-2	-2	19	-3	-4	-2	3
CNC(=S)NNc1nncc2ccccc12	-0.4	0	-5	-5	2	-6	2	4	3	-6
Cc1ccccc1NC(=O)C1C2CC/C=C\CCC21 (stereo not drawn)	-0.6	2	4	1	-1	1	1	-2	1	-5
O=C(Nc1nnc(-c2ccccc2F)s1)C1CCN(S(=O)(=O)c2ccc(Cl)cc2)CC1	0.1	8	-7	1	-6	-4	-1	3	-11	1
O=C1[C@H](Cc2ccccc2)NCCCC[C@@H](c2ccc(Cl)cc2)N1Cc1ccc(Cl)cc1	0.2	2	12	1	2	-1	1	-1	-1	1
N#CC(C#N)=C1C=C2C=C(N3CCCCCC3)CCC2CC1 (stereo not drawn)	10	-236	29*	-50	28*	-8	-7	-50	18*	-8
COc1cccc(C=NN(C)c2c([N+](=O)[O-])cc(C(F)(F)F)cc2[N+](=O)[O-])c1O	-0.3	-1	2	4	9	-5	-3	0	5	-3
Cc1ccccc1C(=O)OCCN(C)Cc1ccccc1	-0.8	1	-6	-3	-1	-1	-4	0	0	-1
O=C(c1ccc(Cl)c(S(=O)(=O)N2CCCCCC2)c1)N1CCCC1	0.1	2	3	-3	7	-2	-2	-4	3	0
NC(=O)CN1C(=O)NC2(CCCc3ccccc32)C1=O (stereo not drawn)	0.5	-1	9	-6	-4	-7	-10	-5	-4	1
O=C(c1ccccc1NS(=O)(=O)c1cccc2cccnc12)N1CCOCC1	-0.1	2	-2	4	3	2	2	1	-2	-8
Cc1nc2ccc(NC(=O)c3cccs3)cc2c(=O)n1Cc1ccc(Cl)cc1	-3.4	-2	0	0	-72	-8	-6	-1	-7	0
CN(C)CCn1nnnc1SCC1=C(C(=O)O)N2C(=O)[C@@H](NC(=O)Cc3csc(N)n3)[C@H]2SC1	-0.3	39*	13	9	4	13	-2	46*	3	24*
Cc1c(-c2ccc(Br)cc2)nc2ccccn12	2.0	-2	6	4	1	13	4	1	-4	-2
COc1ccc(OC)c(C(=O)CSc2nnc(-c3cccs3)o2)c1	-0.2	4	-7	2	11	-1	-2	-1	-13	2
Cc1cc2nnc(SCC(=O)N(C)C3CCS(=O)(=O)C3)n2c2ccccc12 (stereo not drawn)	-0.5	5	-4	5	-13	-5	-4	8	-12	6
CCC1(CC)Cc2ccccc2C(Nc2c(C)n(C)n(-c3ccccc3)c2=O)=N1	0.0	0	-1	-1	-5	2	-8	-4	-4	1
CC(=O)c1cccc(NC(=O)CN2C(=O)c3cccnc3Oc3ccc(Cl)cc32)c1	0.7	-1	-5	0	-5	4	-7	2	-6	2
CCN(CC(=O)NCc1cccs1)C(=O)Cc1ccc(C)c(C)c1	-0.6	-1	-2	3	1	-2	-6	-3	3	1
C=CCn1c(SCc2nc3cc(C(=O)OC)ccc3c(=O)[nH]2)nc2sc(CC)cc2c1=O	0.1	-1	-2	2	1	-6	-1	0	5	-1
Cc1ccc(C(=O)N/C(=C\c2ccco2)C(=O)NCCN2CCCCC2)cc1C	0.2	-4	-3	-2	7	4	7	1	-6	-1
O=C(/C=C/c1ccco1)Oc1cccc2cccnc12	0.1	3	-9	-6	4	-10	-5	10	-6	14*
CC(C)(C)OC(=O)C[C@H]1C/C=C\C[C@@H](CC(=O)N[C@@H](CO)Cc2ccccc2)C(=O)NC[C@@H](c2ccccc2)OC1=O	-0.1	12	0	0	11	5	1	-2	-4	-2
CS(=O)(=O)c1ccc(Cl)c(NC(=O)COC(=O)c2c(Cl)cccc2Cl)c1	-0.5	-2	4	0	-6	12	-7	0	1	1
CC(C)CC(=O)/C=C/n1c(=S)oc2ccccc21	-0.2	-1	5	-5	6	-2	-6	-2	6	1
CCNC(=O)NC(=O)C(C)OC(=O)c1cccn1C (stereo not drawn)	0.1	0	1	0	-5	-4	7	-1	-6	1
CCOC(=O)C1CCN(C2=C(NS(=O)(=O)c3ccc(Cl)cc3)C(=O)c3ccccc3C2=O)CC1	1.4	-9	3	-7	7	18	-2	4	0	2
O=C(CCC1CCCN(C(=O)c2ccc3c(c2)OCO3)C1)N1CCN(c2ccccn2)CC1 (stereo not drawn)	0.2	0	3	-3	15	4	-2	-7	2	3
CC[C@]12C(=O)N(C)C[C@H]([C@@H]3C(=O)N(C)C(=O)[C@@H]31)N2C(=O)c1ccccc1	0.0	-4	-3	0	3	9	2	0	-5	-1
CS(=O)(=O)Nc1ccc2c3c(cccc13)CC2	-20	1	-3	-6	3	-14	3	0	0	0
CCCC(c1nnnn1C(C)(C)C)N1CCN(Cc2ccccc2)CC1 (stereo not drawn)	0.9	0	7	-4	4	4	-2	-2	1	4
COc1cc(OC)cc(C(=O)NCC(=O)OCc2nc3ccccc3s2)c1	-0.2	14	-10	2	-10	5	11	5	-3	-6
c1ccc(-c2nn3c(Cn4nnc5ccccc54)nnc3s2)nc1	0.1	-1	4	10	0	4	-8	11	-5	1

Arranged by formula weight (descending): 12 of the compounds above
SMILES	proKLK7 act	UHRF1 MBD2 ctr	TCR-CD3 inh	MBD2 inh	SIAE primary	TDP2 absorb	DDE Tn7 FP inh	PRMT1 FP inh	Tn6 DDE FP	LEDGF integ inh
CC(C)(C)OC(=O)C[C@H]1C/C=C\C[C@@H](CC(=O)N[C@@H](CO)Cc2ccccc2)C(=O)NC[C@@H](c2ccccc2)OC1=O	-0.1	12	0	0	11	5	1	-2	-4	-2
CCOC(=O)C1CCN(C2=C(NS(=O)(=O)c3ccc(Cl)cc3)C(=O)c3ccccc3C2=O)CC1	1.4	-9	3	-7	7	18	-2	4	0	2
C=CCn1c(SCc2nc3cc(C(=O)OC)ccc3c(=O)[nH]2)nc2sc(CC)cc2c1=O	0.1	-1	-2	2	1	-6	-1	0	5	-1
O=C(CCC1CCCN(C(=O)c2ccc3c(c2)OCO3)C1)N1CCN(c2ccccn2)CC1 (stereo not drawn)	0.2	0	3	-3	15	4	-2	-7	2	3
CS(=O)(=O)c1ccc(Cl)c(NC(=O)COC(=O)c2c(Cl)cccc2Cl)c1	-0.5	-2	4	0	-6	12	-7	0	1	1
COc1cc(OC)cc(C(=O)NCC(=O)OCc2nc3ccccc3s2)c1	-0.2	14	-10	2	-10	5	11	5	-3	-6
CCCC(c1nnnn1C(C)(C)C)N1CCN(Cc2ccccc2)CC1 (stereo not drawn)	0.9	0	7	-4	4	4	-2	-2	1	4
CC[C@]12C(=O)N(C)C[C@H]([C@@H]3C(=O)N(C)C(=O)[C@@H]31)N2C(=O)c1ccccc1	0.0	-4	-3	0	3	9	2	0	-5	-1
c1ccc(-c2nn3c(Cn4nnc5ccccc54)nnc3s2)nc1	0.1	-1	4	10	0	4	-8	11	-5	1
CCNC(=O)NC(=O)C(C)OC(=O)c1cccn1C (stereo not drawn)	0.1	0	1	0	-5	-4	7	-1	-6	1
O=C(/C=C/c1ccco1)Oc1cccc2cccnc12	0.1	3	-9	-6	4	-10	-5	10	-6	14*
CC(C)CC(=O)/C=C/n1c(=S)oc2ccccc21	-0.2	-1	5	-5	6	-2	-6	-2	6	1

Taken from above, two compounds:
SMILES	proKLK7 act	UHRF1 MBD2 ctr	TCR-CD3 inh	MBD2 inh	SIAE primary	TDP2 absorb	DDE Tn7 FP inh	PRMT1 FP inh	Tn6 DDE FP	LEDGF integ inh
Cc1ccc(C(=O)N/C(=C\c2ccco2)C(=O)NCCN2CCCCC2)cc1C	0.2	-4	-3	-2	7	4	7	1	-6	-1
O=C(/C=C/c1ccco1)Oc1cccc2cccnc12	0.1	3	-9	-6	4	-10	-5	10	-6	14*
